inhibitors of VEEV = inhibitors of VEEV TC-83 cytopathic effect, confirmation, Vero cells (AID 588727); Vero cells, VEEV TC-83 cytopathic effect inhibition; higher % means a stronger effect; inhibition, % at 20 µM, or IC50 in µM where a hit was titrated; 350,000 compounds, 0.13% hits; in the data active means a potency from the dose series; inconclusive means inhibition mostly from about 14% at the one dose, without a potency; inactive means the rest, 99 in 100 with inhibition below about 12%; further: strong numbers were not always called active
H1N1 NS1A inhibition = H1N1 influenza NS1A inhibitors, functional cell based assay (AID 504329). one-dose inhibition, % at 12.5 µM; IC50 in µM for titrated hits. NS1A functional cell-based assay, percent inhibition; higher % means a stronger effect. 340,000 compounds, 0.3% hits; in the data active means a potency from the dose series; inconclusive means inhibition above about 27% without an active follow-up result; further: strong numbers were not always called active
M. tuberculosis = growth inhibition of non-replicating M. tuberculosis (AID 488890). 320,000 compounds, 0.39% hits. Mycobacterium tuberculosis non-replicating, growth inhibition; higher % means a stronger effect. inhibition, % at 25 µM, or IC50 in µM where a hit was titrated; in the data active means a potency from the dose series; inconclusive means inhibition mostly from about 82% at the one dose, without a potency; inactive means the rest, 99 in 100 with inhibition below about 76%;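 further: plate controls were DMSO cells for no effect and high antibiotic wells for full effect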
Salmonella PhoP GFP = PhoP regulon inhibitors, Salmonella typhi PhoP promoter GFP reporter, confirmatory (AID 1850) | 310,000 compounds, 0.33% hits | Salmonella Typhi PhoP-promoter GFP reporter, fluorescence, 4 h; higher % means a stronger effect | one-dose inhibition, % at 50 µM; IC50 in µM for titrated hits; in the data active means a potency from the dose series; inconclusive means inhibition mostly from about 25% at the one dose, without a potency; inactive means the rest, 99 in 100 with inhibition below about 19%;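 further: 0% = induced wells with vehicle and 100% = uninduced wells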
H37Rv inhibition = M. tuberculosis growth inhibition, HTS (AID 449762). M. tuberculosis H37Rv growth inhibition, 7H9 media; higher % means a stronger effect. inhibition, % at 25 µM, or IC50 in µM where a hit was titrated. 330,000 compounds, 0.59% hits; in the data active means a potency from the dose series; inconclusive means inhibition above about 70% without an active follow-up result;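 further: bacterial growth assessed after seven days of incubation; strong numbers were not always called active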
inhibitors of VEEV 10K pilot screen = second read-out of inhibitors of VEEV, no call of its own (marks repeat the call); inhibition, %; measured here: 10K pilot screen inhibition
* hit, by the source's call; i = inactive; ? = inconclusive; . = no result given. The order is random; overall some 1.5% were active at least once.

SMILES	inhibitors of VEEV	H1N1 NS1A inhibition	M. tuberculosis	Salmonella PhoP GFP	H37Rv inhibition	others
O=C(c1cccc(Cl)c1)N1CCCC(C(=O)N2CCCCCC2)C1 (stereo unspecified)	1.4%	1.3%	8.9%	-10.7%	-13.9%
CCCCNC(=S)NNC(=O)c1nn(C)cc1Cl	6.3%	-0.1%	-14.6%	-0.5%	-7.1%
CCn1c(C)cc(/C=C2/SC(=O)N(CC(=O)N3CCCC3)C2=O)c1C	2.3%	-7.1%	-1.2%	2.8%	-7.9%
COC(=O)c1cc(S(=O)(=O)N2CCCCCC2)c[nH]1	i	29.4%	3.3%	.	-9.5%
c1ccc(-c2nnc3sc(-c4ccncc4)nn23)cc1	0.4%	-1.1%	4.7%	-0.3%	5.7%
CS(=O)(=O)N1CCCC(C(=O)Nc2c(F)cccc2F)C1 (stereo unspecified)	2.1%	0.2%	-2.9%	-2.0%	1.2%
COc1ccccc1Nc1ccc([N+](=O)[O-])cn1	10.9%	2.1%	-7.7%	16.1%	-2.7%
Cn1c(CCc2ccc(N)cc2)nc2ccccc21	0.4%	-6.3%	-5.2%	2.9%	8.3%
Cc1ccc2c(c1)C1(OCCO1)C(=O)N2	1.3%	4.7%	-7.7%	1.3%	6.2%
CCCn1c(=N)c(C#N)cc2c(=O)n3cccc(C)c3nc21	.	.	-13.1%	-19.5%	1.0%
COC(=O)c1ccc(N=NNc2ccccc2)cc1	0.8%	8.2%	32.3%	-7.2%	?	inhibitors of VEEV 10K pilot screen=1.4
CCOc1ccccc1CNS(=O)(=O)c1cnc[nH]1	0.8%	-4.8%	7.0%	-5.4%	-7.7%
CCOc1ccc(N=Cc2c(O)c3ccccc3oc2=O)cc1	0.8%	2.0%	?	-5.7%	.
Cc1ccc(NC2=C(CC(=O)O)C(c3ccccc3)N(c3ccc(C)cc3)C2=O)cc1 (stereo unspecified)	i	-1.4%	21.5%	-6.3%	7.4%
COCC(=O)N1CCC(Oc2ccc(C(=O)NCCCC3CCCC3)cc2)CC1	5.6%	-9.8%	14.8%	0.9%	-1.9%
Cc1ccccc1NC(=O)CC1C(=O)NCCN1C(=O)c1cccc(Cl)c1 (stereo unspecified)	1.8%	1.0%	-0.6%	0.0%	-18.1%
COc1ccc(/C=C/C(=O)c2ccc(O)cc2)cc1	5.5%	12.2%	55.4%	9.2%	-6.3%
O=C(CSc1c2c(nc3ccc(Cl)cc13)CCCC2)NCCCN1CCOCC1	2.8%	1.4%	18.4%	-1.4%	-4.3%
Cc1ccc(-c2nc(CS(=O)CC(=O)NC3CCCC3)c(C)o2)cc1 (stereo unspecified)	0.9%	-10.1%	-8.7%	9.6%	-6.3%
C(=N\Nc1nc(N2CCCC2)nc(N2CCCC2)n1)/c1ccccc1OCc1ccccc1	1.6%	3.5%	10.9%	6.8%	?
CCc1c(C)nc2ccc(Br)cc2c1Cl	i	8.6%	-2.3%	-0.7%	-1.6%
COc1ccccc1C(=O)NC(CCSC)C(=O)NNC(=O)c1ccncc1 (stereo unspecified)	0.3%	-3.0%	15.2%	5.0%	-0.5%
O=C(COC(=O)/C=C/c1ccc(S(=O)(=O)N2CCOCC2)cc1)NCc1ccc(F)cc1	1.7%	1.9%	-1.7%	0.3%	-1.5%
Cc1ccc(CN2CCN(C(=O)CC(C)C)CC2)cc1	i	-3.1%	-14.2%	-2.0%	9.6%
Cc1ccc(NC(=S)Nc2ccc(F)cc2)cc1	0.5%	-21.2%	78.8%	-3.2%	-1.1%

The closing six compounds of the section above open the next one.
SMILES	inhibitors of VEEV	H1N1 NS1A inhibition	M. tuberculosis	Salmonella PhoP GFP	H37Rv inhibition	others
C(=N\Nc1nc(N2CCCC2)nc(N2CCCC2)n1)/c1ccccc1OCc1ccccc1	1.6%	3.5%	10.9%	6.8%	?
CCc1c(C)nc2ccc(Br)cc2c1Cl	i	8.6%	-2.3%	-0.7%	-1.6%
COc1ccccc1C(=O)NC(CCSC)C(=O)NNC(=O)c1ccncc1 (stereo unspecified)	0.3%	-3.0%	15.2%	5.0%	-0.5%
O=C(COC(=O)/C=C/c1ccc(S(=O)(=O)N2CCOCC2)cc1)NCc1ccc(F)cc1	1.7%	1.9%	-1.7%	0.3%	-1.5%
Cc1ccc(CN2CCN(C(=O)CC(C)C)CC2)cc1	i	-3.1%	-14.2%	-2.0%	9.6%
Cc1ccc(NC(=S)Nc2ccc(F)cc2)cc1	0.5%	-21.2%	78.8%	-3.2%	-1.1%
COC(=O)c1ccc2nccnc2c1	1.1%	1.5%	-20.4%	7.1%	2.0%
CCC(=O)N1CCc2cc(S(=O)(=O)CCC(=O)NCCC3=CCCCC3)ccc21	0.7%	21.3%	9.6%	2.0%	-0.9%
COc1ccc(C(CNC(=O)c2cc(C)on2)N(C)C)cc1 (stereo unspecified)	i	9.0%	-6.8%	13.7%	-1.3%
O=C(O)c1ccc(CNCc2ccc(Cl)cc2)cc1	1.1%	-1.6%	.	-0.5%	2.8%
COC(=O)c1ccccc1OC(=O)c1cccnc1	2.9%	6.6%	15.4%	8.2%	-10.7%
Nc1nc(NS(=O)(=O)c2ccc(Cl)cc2)nn1-c1ccccc1	0.2%	10.2%	-0.4%	4.9%	-9.1%
Cc1onc(-c2ccccc2Cl)c1C(O)c1ccc(F)cc1 (stereo unspecified)	i	-1.4%	5.7%	-7.7%	5.0%
O=C(Nc1cccc(Cl)c1)c1cc(S(=O)(=O)N2CCCCC2)c[nH]1	9.5%	7.1%	-3.8%	.	-5.9%
CCCC(=O)Nc1c(-c2cccc(OC)c2)c(=O)c2ccccc2n1C	1.0%	5.1%	-1.1%	-11.9%	2.9%
COCCCn1c(=NC(=O)c2ccccc2)c(C#N)cc2c(=O)n3cccc(C)c3nc21	?	3.2%	98.4%	-64.9%	-2.1%
CC1CCCN(CCOCCOc2ccc(Cl)cc2Br)C1 (stereo unspecified)	i	-1.6%	?	-1.7%	-6.6%
O=C(NCc1ccccn1)c1cc2n(n1)C(C(F)(F)F)CC(c1ccco1)N2 (stereo unspecified)	1.4%	3.2%	6.6%	-9.7%	1.2%
CC(O)CNCCOc1cccc(Oc2ccccc2)c1 (stereo unspecified)	1.3%	-0.5%	30.5%	4.6%	4.3%
O=C(Nc1ccc(NC(=S)NC(=O)c2ccco2)cc1)c1ccccc1	3.6%	19.5%	?	8.2%	9.7%
CCN(CC)CCCNC(=S)N(Cc1cccnc1)Cc1cc2cc(C)ccc2[nH]c1=O	2.2%	10.7%	8.7%	5.6%	2.4%
Cc1ccccc1NC(=O)N1CCCC(c2nc(-c3ccc(C(C)C)cc3)no2)C1 (stereo unspecified)	i	6.4%	60.6%	-4.9%	3.0%
Nc1ncc(Br)cc1S(=O)(=O)NCCC(=O)NCCc1ccccc1	1.6%	1.9%	25.5%	12.3%	3.7%
COc1ccc(CCNC(=O)c2cc(-c3cc(C)cc(C)c3O)n[nH]2)cc1OC	8.6%	-0.8%	-1.0%	6.2%	4.7%
CC(C)(C)OC(=O)NCCc1nnc(SCC(=O)c2ccc(Cl)cc2)o1	7.2%	-6.6%	64.8%	2.4%	1.1%
CC(=O)Nc1ccc(NC(=O)c2c(C)nn(Cc3ccccc3Cl)c2C)cc1	i	-15.0%	4.3%	13.8%	2.8%
Cc1ccc(C)c(S(=O)(=O)N2CCN(C(=O)[C@H](C)N3C(=O)C4CC=CCC4C3=O)CC2)c1 (stereo partly specified)	1.2%	-0.3%	13.3%	.	-4.5%
COc1ccc(OC)c(N/C=C/C(=O)c2ccccc2)c1	7.1%	20.7%	20.5%	-2.2%	?
CCc1c(-c2ccccc2)nc2ccccc2c1C(=O)N1CCC2(CC1)OCCO2	1.6%	-7.3%	-5.0%	8.0%	4.5%
CCOC(=O)N1CCC(NC(=O)C2CCN(S(=O)(=O)c3cnc[nH]3)CC2)CC1	i	5.0%	-7.1%	-13.2%	-6.3%
C[N+]1(CC(O)COc2ccccc2)CCN(C(=O)c2ccc([N+](=O)[O-])cc2)CC1 (stereo unspecified)	0.0%	2.6%	-10.6%	-10.1%	-5.3%
Further structures:
SMILES	inhibitors of VEEV	H1N1 NS1A inhibition	M. tuberculosis	Salmonella PhoP GFP	H37Rv inhibition	others
O=C(Nc1ccc(OCC(=O)N2CCOCC2)cc1)Nc1cccc2ccccc12	0.7%	1.8%	3.1%	10.5%	2.4%
Cc1cc(SCC(=O)c2ccccc2)n2nc(C)nc2n1	0.6%	7.8%	57.2%	-11.8%	1.5%
CC(=O)N/C(=C\c1ccccc1)C(=O)OCC(=O)Nc1ccc(C)c(S(=O)(=O)N(C)C)c1	2.2%	-4.9%	35.1%	.	9.2%
COc1cc(C(=O)NCC(=O)N/N=C(/C)c2cccs2)cc(OC)c1OC	2.1%	-1.3%	-8.5%	1.7%	0.7%
COc1ccccc1-n1cnnc1SCC(=O)Nc1cccc(S(=O)(=O)N2CCCCC2)c1	.	.	-1.3%	-7.5%	-2.7%
CC(=O)c1ccc(N2CCN(S(=O)(=O)c3cn(C)cn3)CC2)cc1	i	-2.7%	-8.8%	-2.5%	4.4%
O=C(CSc1ccc2nnc(-c3ccccn3)n2n1)Nc1ccc2c(c1)OCO2	1.1%	13.1%	.	0.2%	-6.9%
C=C[C@@H]1c2c(F)cccc2N(S(=O)(=O)c2ccc(C)cc2)[C@H](c2ccc(C(=O)OC)cc2)C1(C#N)C#N	0.9%	-5.2%	45.2%	.	2.1%
CCc1ccc(C2C(C#N)=C(N)N(N(C)C)C3=C2C(=O)CCC3)s1 (stereo unspecified)	0.6%	-3.5%	4.8%	1.6%	-5.2%
O=C(/C=C/c1ccc(Cl)cc1)c1ccc([N+](=O)[O-])o1	6.4%	-4.6%	?	-10.4%	?
CC(C)CCN1CCN(Cc2cccc3cccnc23)CC1CCO (stereo unspecified)	1.4%	0.3%	8.9%	5.7%	6.8%
O=C(NCc1ccc(F)cc1)Nc1ccccc1	3.1%	-14.2%	-1.0%	-5.8%	-2.0%
C=CC[C@@H](CC(=O)N(CCO)Cc1ccccc1)C(=O)N[C@H](COC(=O)[C@@H](CC=C)CC(=O)OC(C)(C)C)Cc1ccccc1	6.1%	-4.4%	46.1%	.	-3.9%
CCOC(=O)c1c(NC(=O)CN2C(=O)C(=O)N(CC(C)C)C2=O)sc(C)c1CC	2.1%	3.0%	-1.4%	-3.1%	-0.9%
CCOC(=O)c1cc(NC(=O)NC2CCCCC2)c(C)nc1C	6.4%	3.9%	15.4%	-6.3%	-6.0%
CC(=O)Nc1ccc(OCC(=O)Nc2ccc(Cl)c(S(=O)(=O)N3CCOCC3)c2)cc1	.	.	21.4%	.	6.7%
O=C(OCc1cccc([N+](=O)[O-])c1)c1cc(=O)[nH]c2ccccc12	.	.	-0.8%	-1.1%	-1.8%
COc1ccccc1CC(NC(C)=O)C(=O)NC1CCN(C(=O)Nc2ccccc2C)CC1 (stereo unspecified)	i	-10.3%	9.3%	-12.7%	3.0%
CCCCCn1c(C(C)NC(=O)CCC)nc2ccccc21 (stereo unspecified)	i	4.5%	4.3%	-1.9%	-8.8%	inhibitors of VEEV 10K pilot screen=0.2
CN1/C(=C/C(=S)NC(=O)C2CCC2)C(C)(C)c2ccccc21	i	16.3%	19.3%	19.5%	0.3%
CCCn1c(N)c(N(CCOC)C(=O)CSc2cc(C)c3ccccc3n2)c(=O)[nH]c1=O	2.2%	-9.4%	.	.	.
Cc1ccc(OCC(=O)NNC(=O)c2ccco2)c(C)c1	1.7%	13.9%	-8.7%	-14.4%	-5.0%
S=C(NCc1ccc2c(c1)OCO2)Nc1ccc2nsnc2c1	7.5%	-5.3%	52.3%	-4.5%	65.3%
NC(=O)c1ccc(NC(=O)CS(=O)(=O)c2cn(CC(=O)N3CCCCC3)c3ccccc23)cc1	0.1%	19.9%	19.5%	-3.7%	2.8%
Cc1ccc(/C=N/Nc2nncc(-c3ccccc3)n2)o1	7.3%	.	5.7%	7.4%	-4.0%
Cc1ccc(-c2cc3nc(C)cc(C)n3n2)cc1	0.1%	-7.8%	-10.2%	2.7%	7.5%	inhibitors of VEEV 10K pilot screen=0.6
CC(C)NC(=O)c1ccc(-c2ccccc2C(F)(F)F)o1	2.2%	1.5%	15.5%	6.8%	6.8%
COCCCNc1nnc(Cc2ccc(Cl)cc2)c(=O)[nH]1	i	-4.5%	-1.6%	1.3%	-3.4%

Screens: PubChem BioAssay, Southern Research Specialized Biocontainment Screening Center
